# PKA-R1A activ: activates the PKA-R1A holoenzyme complex; P00514+P68181; PKA-R1A dissociation, Cy5-IP20 fluorescence polarization; scaled: DMSO 0%, 113 µM cGMP 100%; activation, % at 11.4 µM; actives 0.083% (n = 340,000);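 active = percent activation above the mean of all tested compounds plus 3 SD, cut at about 19% in these data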;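 note: higher means more PKAc released from R1A so a rise in polarization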
# MOR-DOR ag: agonists of human mu-delta opioid receptor heterodimerization | P35372+P41143 | activation, % at 9.3 µM | actives 0.3% (n = 340,000) | cells, OPRM1-OPRD1 heterodimerization, luminescence; in the data active = activation above about 18%;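 note: 0% = vehicle-treated cells and 100% = reference agonist; values of inactives mirror those of a sister screen read the other way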
# Target sequence (P35372 whole entry, looked up): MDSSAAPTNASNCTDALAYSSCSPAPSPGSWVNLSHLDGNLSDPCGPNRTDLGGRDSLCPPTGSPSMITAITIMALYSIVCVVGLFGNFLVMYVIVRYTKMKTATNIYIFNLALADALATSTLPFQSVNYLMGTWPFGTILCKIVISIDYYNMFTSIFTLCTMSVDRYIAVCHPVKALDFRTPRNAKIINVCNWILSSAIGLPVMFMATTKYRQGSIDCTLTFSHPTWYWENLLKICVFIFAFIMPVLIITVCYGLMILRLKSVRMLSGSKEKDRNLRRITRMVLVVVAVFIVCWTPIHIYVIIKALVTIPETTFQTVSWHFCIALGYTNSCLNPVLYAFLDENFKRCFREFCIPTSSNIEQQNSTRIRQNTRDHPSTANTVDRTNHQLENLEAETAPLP
# Target sequence (P41143 whole entry, looked up): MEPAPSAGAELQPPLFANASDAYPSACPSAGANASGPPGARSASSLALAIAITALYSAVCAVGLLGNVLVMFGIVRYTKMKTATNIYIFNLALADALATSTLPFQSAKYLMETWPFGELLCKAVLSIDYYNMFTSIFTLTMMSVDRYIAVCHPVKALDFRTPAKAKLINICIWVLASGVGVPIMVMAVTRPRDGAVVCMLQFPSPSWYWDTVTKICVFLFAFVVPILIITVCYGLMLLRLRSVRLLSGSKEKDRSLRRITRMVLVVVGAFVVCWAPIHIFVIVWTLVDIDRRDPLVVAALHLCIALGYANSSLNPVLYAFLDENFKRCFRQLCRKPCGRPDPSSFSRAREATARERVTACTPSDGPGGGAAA
# Tat transport: inhibitors of E. coli Tat protein transport; E. coli MC4100 TorA-mCherry Tat export, fluorescence; inhibition, % at 10 µM; actives 0.036% (n = 340,000); AID 488895;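 active = mean replicate inhibition at least 50% and at least half of replicates individually reaching 50%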;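 note: exported cargo escapes ClpAP degradation while cytoplasmic cargo is degraded and loses fluorescence; 0% = median of neutral control wells and 100% = median of NaSCN control wells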
# phage Ecoli inh: E. coli growth loss with phage present | growth absorbance | actives 0.26% (n = 360,000) | inhibition, % at 11.9 µM; in the data active = inhibition above about 11%
# PfHsp90 yeast 2: reduces growth (ATP signal) of yeast expressing P. falciparum Hsp90; S. cerevisiae expressing PfHsp90, BacTiter-Glo ATP, 48 h; yeast lacking PDR1 and PDR3 efflux regulators; inhibition, % at 9.4 µM; actives 0.32% (n = 310,000);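 active = every replicate shows inhibition above about 80%, whatever the replicate mean, limit read from the data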;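 note: 0% = DMSO neutral controls and 100% = 20 µM radicicol positive controls; yeast relying on Plasmodium falciparum Hsp90 in place of its own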
# AddAB inh: less growth of phage-infected E. coli with AddAB; E. coli expressing H. pylori AddAB, absorbance growth; actives 0.29% (n = 330,000); inhibition, % at 11.9 µM; in the data active = inhibition above about 12%;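 note: 0% = vehicle wells of infected cells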
# MOR-DOR inv ag: mu-delta opioid heterodimer inverse agonism; P35372+P41143; AID 504357; actives 0.21% (n = 340,000); cell-based MOR-DOR heterodimer luminescence; inhibition, % at 9.3 µM; in the data active = inhibition above about 22%, passing the limit was not always enough;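 note: 0% = cells with DMSO and 100% = wells without cells with DMSO; values of inactives mirror those of a sister screen read the other way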
# E coli growth: reduces bacterial viability in AddAB counter-screen. actives 0.27% (n = 330,000). E. coli V3065 growth, OD600 absorbance, 18 h. inhibition, % at 11.9 µM;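 active = inhibition above the campaign's mean inhibition across all tested compounds plus 3 SD, cut at about 9.9% in these data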;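 note: uninfected addAB+ strain grown without phage in ampicillin broth; 0% = DMSO wells and 100% = ciprofloxacin 0.95 µg/ml wells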
# Mot1-301 SUMO: inhibitors of SUMOylation pathway: yeast Mot1-301 growth rescue. S. cerevisiae Mot1-301 growth rescue, ATP luminescence, 38.5C; percent above DMSO median, 100 means doubled. growth rescue, % at 18.8 µM. actives 1% (n = 320,000);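 active = every valid replicate shows activation above 250% relative to neutral control wells; inactive = the rest, any valid replicate at or below 250%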;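 note: OY570 slx delta 5 strain wells were the positive control but not used for scaling; some compounds called inactive have numbers as strong as hits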
# PKA-R2B activ: activators of human PKA-R2B complex. PKA-R2B holoenzyme dissociation, Cy5-IP20 fluorescence polarization; R2B truncated from residue 108, S112A mutant; 0% DMSO only, 100% 113 µM cGMP. activation, % at 11.4 µM. actives 0.079% (n = 340,000);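 active = activation above a cutoff set at the mean over all compounds plus 3 SD, cut at about 18% in these data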;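 note: higher means more holoenzyme dissociation and a rise in polarization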
# HTR5A inv ctr: HTR5A inverse agonism, opioid heterodimer counter-screen. AID 504634. HTR5A cell line, luminescence. actives 0.083% (n = 340,000). P47898. inhibition, % at 9.3 µM; in the data active = inhibition mostly above about 23%, no sharp cut-off; inactive = mostly below about 18%;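 note: 0% = cells with DMSO and 100% = no-cell wells with DMSO; some compounds called inactive have numbers as strong as hits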
# The depositor's hits bear a star; / = no result given.
SMILES,PKA-R1A activ,MOR-DOR ag,Tat transport,phage Ecoli inh,PfHsp90 yeast 2,AddAB inh,MOR-DOR inv ag,E coli growth,Mot1-301 SUMO,PKA-R2B activ,HTR5A inv ctr
CNc1nc(SC)nc2ccsc12,-0.1,-0.7,-8.6,2.1,-4.7,2.3,3.7,0.6,-3.1,-7.7,7.5
Cc1nn(-c2ccccc2)c(C)c1/C=C/C(=O)OCC(=O)Nc1ncc(C(F)(F)F)cc1Cl,-13.1,-3.2,-2.6,2.0,-6.7,2.7,16.9,2.3,515.7,-9.8,1.6
COc1cccc(/C=C2\CCCCC2=O)c1,1.7,-3.4,-7.2,2.0,-2.6,0.8,18.1,-3.2,259.0,-1.3,0.2
COc1ccc(/C(C)=N\Nc2nc(-c3ccccc3)cc(=O)[nH]2)cc1,7.3,-1.6,-4.7,3.2,-18.5,2.9,8.3,1.6,1.4,-6.4,3.4
O=[N+]([O-])c1ccccc1/C=N/n1c(-c2cccnc2)n[nH]c1=S,3.1,1.1,4.3,3.0,16.0,-2.0,-5.4,-1.3,-5.8,-7.2,17.3
Cc1ccc(Cl)cc1N1CCN(Cc2nc3c(c(=O)[nH]c(=O)n3C)n2Cc2ccccc2F)CC1,-4.1,1.3,20.3,4.5,-16.7,-0.7,-6.6,0.6,-11.3,-1.9,2.0
O=C(O)c1ccccc1NC(=O)C1C2C=CC(C2)C1C(=O)O (stereo not given),15.7,-3.9,1.0,1.2,2.3,4.5,19.4,-0.9,-6.0,-4.9,-2.9
COCCNC(=O)CNC(=S)N(Cc1ccccc1)Cc1cccnc1,2.5,-2.8,1.6,4.8,57.1,5.3,15.2,-1.0,-7.1,3.0,-33.8
COc1ccc(S(=O)(=O)N2CCOCC2)cc1NC(=O)CC1CCCC1,3.4,-1.7,7.2,6.7,6.5,1.6,6.8,2.5,-18.3,6.2,10.9
CSc1ccccc1NC(=O)CN(C)Cc1cccc(Cl)c1,-0.8,8.0,3.2,-1.4,-17.8,2.1,-36.6,-0.9,-7.6,-6.1,4.9
CCCN(CCC)C(=O)c1ccc2c(=O)n(Cc3ccco3)c(=S)[nH]c2c1,-3.4,-2.8,-5.0,4.5,-75.9,0.9,14.6,-1.5,154.7,-3.9,5.2
Nc1nccc(-c2ccc(-n3cccc3)cc2)n1,-6.7,-0.8,-7.3,2.5,8.0,4.6,3.6,-0.6,-18.6,-1.4,6.3
CCOc1ccc(OCC)c(NC(=O)C2COc3ccccc3O2)c1 (stereo not given),-13.1,2.2,0.8,3.5,-39.8,-0.4,-11.4,-0.4,824.4*,9.2,1.3
COc1ccc(CNC(=O)Cn2nnc3ccccc3c2=O)cc1,-14.9,-2.5,0.1,0.6,19.9,0.8,12.6,0.8,-6.6,-10.0,15.2
CCOc1ccccc1NC(=O)c1ccoc1C,-0.9,-2.6,-22.7,1.6,-2.1,0.3,15.4,-1.1,-2.7,-4.1,-24.3
CCCn1c(SCC(=O)N(C2CCCCC2)C2CCS(=O)(=O)C2)n[nH]c1=O (stereo not given),-12.2,-1.4,-1.0,0.5,-7.5,-0.9,5.6,1.1,-9.6,-1.9,-24.2
CC(=O)c1c(C)[nH]c(C(=O)OCC(=O)NCc2cccs2)c1C,-3.5,-3.8,-1.8,3.3,2.6,4.0,14.5,3.2,-2.8,-11.8,-9.1
CN(C)/C=C1\C=C(c2ccccc2)OC1=O,5.9,-0.9,9.1,2.5,-30.7,3.1,5.4,-0.6,-9.2,1.9,-1.2
COc1ccc2c(c1)CCCC21NC(=O)N(CC(=O)NC(=O)NCc2ccccc2)C1=O (stereo not given),-0.5,-1.5,-2.9,3.6,/,0.6,7.8,-1.5,4.1,-8.4,14.2
Cc1ccc(OCC(O)CN2CCN(c3ccccn3)CC2)c(C)c1 (stereo not given),-1.6,-0.1,9.2,1.2,8.0,0.4,0.5,1.1,/,-6.6,4.0
CCOC(=O)c1cn2nc(N3CCCC3)ccc2n1,-2.0,-3.1,1.0,0.4,8.1,3.8,15.5,3.2,-5.7,5.1,3.4
O=C(CN1CCN(C(=O)C2CCN(C(=O)/C=C/c3ccccc3)CC2)CC1)Nc1ccc(F)cc1,-5.7,-1.7,1.8,0.6,-11.2,/,6.9,/,/,-3.8,-17.6
COc1cccc2cc(C(C)N(CCCN3CCOCC3)C(=O)Nc3ccccc3)oc12 (stereo not given),7.0,-2.9,7.4,0.9,3.6,0.3,15.6,1.5,-15.2,3.0,-10.1
CC1=CCC2C(=O)N(c3cccc(C(=O)NCc4ccccc4)c3)C(=O)C2C1 (stereo not given),2.4,-2.1,-4.7,0.2,40.6,-0.7,9.3,1.2,-14.6,6.8,7.3
Cc1nc2ccccc2c2oc(C(=O)N3CCN(C4CCCCC4)CC3)cc12,-2.6,5.4,-4.6,2.1,0.6,3.2,-27.7,0.0,-14.7,-13.8,-10.4
COc1ccccc1CC(=O)NCCN1CCCCC1,1.6,-2.7,3.8,2.1,-0.7,6.0,13.4,0.9,17.1,3.7,-7.7
CCOc1ccc(CCNC(=O)COC(=O)c2ccc(OC(C)C)cc2)cc1OCC,2.0,-0.1,7.1,1.3,21.3,0.0,0.3,-1.1,25.0,1.7,1.5
CC(C)(C)OC(=O)N1CCC[C@@H]1CO,-10.8,-2.3,0.7,/,6.1,0.2,12.6,1.4,2.1,5.6,-24.9
Cc1nc(SCC(=O)Nc2ccccc2C(F)(F)F)c2c(=O)n(C)c(=O)n(C)c2n1,-13.7,-3.4,24.5,1.2,-19.9,1.3,17.9,2.5,15.4,-17.3,13.3
CC(C)(C)C(=O)CSc1nc(N)cc(=O)[nH]1,-12.0,-1.4,6.0,0.5,8.2,0.6,7.2,0.6,-0.9,0.7,-6.0
COc1ccc(N2CCN(C(=O)COC(=O)c3ccc(CSC)o3)CC2)cc1,1.2,-1.4,3.2,1.2,2.0,0.3,5.5,-1.6,/,-4.1,-11.1
COc1ccc(NC(=S)Nc2ccc(C)c(Cl)c2)cc1OC,-5.5,1.7,-2.7,3.0,-12.5,-1.0,-8.9,-1.2,5.9,-1.6,-9.7
O=C(Cn1cnc2c(cnn2-c2ccccc2)c1=O)OCc1ccccc1,2.6,-0.5,2.8,2.9,/,2.8,2.7,-0.3,/,-5.5,-1.4
CCOC(=O)CSC1=C(C#N)C(c2ccccc2)C(C(C)=O)=C(C)N1 (stereo not given),-13.2,-0.3,13.4,1.0,2.2,4.4,1.8,0.7,-12.5,-3.0,11.6
O=C(Nc1ccc(F)cc1)Nc1ccccc1F,-8.2,-0.1,3.1,2.6,-3.8,3.6,0.5,-3.5,-10.7,4.9,-8.0
CCOc1cc(Cl)c(NC(=O)c2ccco2)cc1OCC,-13.3,-4.2,-3.5,4.0,-5.1,2.0,21.4,1.0,-1.8,-6.0,19.2
COC(=O)c1ccc(C(=O)OC)c(NC(=O)COC(=O)C2CCC(C(C)(C)C)CC2)c1 (stereo not given),-8.0,-3.5,-1.5,0.9,-23.6,2.9,17.5,3.0,4.7,6.3,11.4
COC(=O)c1c(NC(=O)C2c3ccccc3Oc3ccccc32)sc(C)c1C,-2.3,-0.5,2.0,1.8,7.1,2.6,2.1,-0.1,-13.3,-4.9,-5.7
CCn1c(CNc2ccccc2Cl)nnc1SCC(=O)OC1CCCCC1,-3.5,3.9,1.2,0.2,-12.1,-0.5,-23.2,-0.9,-8.4,-13.1,15.4
CC(=O)NC(CC(=O)Nc1ccc(S(=O)(=O)NC2=NCCCCC2)cc1)c1ccccc1 (stereo not given),-16.3,-4.1,12.1,-1.2,-49.7,2.4,16.5,-0.5,5.8,-6.0,7.5

# Structures shown so far containing two or more sulfur atoms:
SMILES,PKA-R1A activ,MOR-DOR ag,Tat transport,phage Ecoli inh,PfHsp90 yeast 2,AddAB inh,MOR-DOR inv ag,E coli growth,Mot1-301 SUMO,PKA-R2B activ,HTR5A inv ctr
CNc1nc(SC)nc2ccsc12,-0.1,-0.7,-8.6,2.1,-4.7,2.3,3.7,0.6,-3.1,-7.7,7.5
CCCn1c(SCC(=O)N(C2CCCCC2)C2CCS(=O)(=O)C2)n[nH]c1=O (stereo not given),-12.2,-1.4,-1.0,0.5,-7.5,-0.9,5.6,1.1,-9.6,-1.9,-24.2

# Continued:
SMILES,PKA-R1A activ,MOR-DOR ag,Tat transport,phage Ecoli inh,PfHsp90 yeast 2,AddAB inh,MOR-DOR inv ag,E coli growth,Mot1-301 SUMO,PKA-R2B activ,HTR5A inv ctr
CCN(C(=O)CSc1n[nH]c(-c2ccc(OC)cc2)n1)c1c(N)n(Cc2ccccc2)c(=O)[nH]c1=O,-5.7,-2.9,-0.5,-1.2,-7.6,/,11.0,/,/,-3.7,0.6
Cc1ccccc1NC(=O)CN1C(=O)C2C3CC(C(Br)C3Br)C2C1=O (stereo not given),-1.9,0.4,4.3,3.0,-6.5,5.5,-2.0,3.3,-6.7,-2.3,-23.9
Cc1cc(C)cc(NCc2ccncc2)c1,-7.3,-3.4,3.0,0.4,0.6,2.2,15.8,-0.7,2.8,3.1,1.9
CSC1=C(C#N)C(c2ccccc2Cl)C2=C(N1)c1ccccc1C2=O (stereo not given),0.9,-2.8,1.9,0.8,9.1,3.4,14.2,1.9,-14.5,0.3,-4.6
CN1c2ccccc2C2(C)CCCC3=Cc4cccc([N+](=O)[O-])c4OC312 (stereo not given),2.1,3.3,-3.8,3.5,21.2,0.6,-16.9,-1.4,3.0,4.0,1.1
O=C(O)CN(c1ccccc1[N+](=O)[O-])S(=O)(=O)c1ccccc1,-7.6,-0.8,-3.9,2.8,-9.7,7.0,4.2,1.4,-15.8,-4.9,-8.8
C=CCN=C(NC#N)SCCc1ccccc1,-16.6,-3.3,0.2,3.8,5.2,2.8,17.4,0.4,-11.3,5.1,-22.4
O=C1Nc2ccc([N+](=O)[O-])cc2OC1CCN1CCCC1 (stereo not given),-11.9,-1.9,3.2,1.8,/,-0.1,9.2,0.6,10.1,2.7,-4.7
O=C(C1CCCN(Cc2cccs2)C1)N1CCCCCC1 (stereo not given),-1.2,-1.9,-5.9,-0.6,18.8,1.5,7.8,-2.0,625.3,-0.5,0.3
C[C@]12C=CC(=O)C=C1CC[C@@H]1[C@@H]2C(=O)C[C@@]2(C)[C@H]1CC[C@]2(O)C(=O)COC(=O)CCC(=O)O,-4.4,-3.0,1.1,3.9,-16.3,-0.5,14.8,0.8,3.4,-3.4,-7.8

# Screening data: PubChem, several laboratories
